Screening results (PubChem BioAssay)
PTHR1 agonist = activates the human parathyroid hormone receptor PTHR1 | AID 743266 | Potency, µM (top dose mostly 115 µM), for inactives: top-dose activation, hits mostly activators | HEK293 GP2 PTHR1 cells, GloSensor cAMP luminescence, 1 h | 410,000 compounds, 0.075% hits | Q03431; also: potency is read from the fitted curve at half-maximal effect; nearly all actives have a fitted effect of over 55% in size; some results filed as inactive show a strong effect at the top dose; inactives centre near -15; many of its hits are not listed in these tables
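HEK-293-derived GP2 cells expressing PTHR1 and a GloSensor cAMP reporter, 3,000/well, plated overnight, given luciferin plus IBMX (each 0.5 mM as added) for 1 h at 37 °C, then compound for 1 h at 37 °C. Luminescence was read after 15 min at room temperature.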
EPAC1 agonist = EPAC1 (human) agonism; O95398; Potency, µM (highest dose often 154 µM), for the others: at the highest dose activation, most hits filed as activators; 360,000 compounds, 0.073% hits; EPAC1 agonist qHTS, biochemical assay; response scale: 100% = response to 6.5 mM cAMP; also: potency is read from the fitted curve at half-maximal effect; nearly all actives have a fitted effect of over 60% in size
Target sequence (O95398 whole entry, looked up): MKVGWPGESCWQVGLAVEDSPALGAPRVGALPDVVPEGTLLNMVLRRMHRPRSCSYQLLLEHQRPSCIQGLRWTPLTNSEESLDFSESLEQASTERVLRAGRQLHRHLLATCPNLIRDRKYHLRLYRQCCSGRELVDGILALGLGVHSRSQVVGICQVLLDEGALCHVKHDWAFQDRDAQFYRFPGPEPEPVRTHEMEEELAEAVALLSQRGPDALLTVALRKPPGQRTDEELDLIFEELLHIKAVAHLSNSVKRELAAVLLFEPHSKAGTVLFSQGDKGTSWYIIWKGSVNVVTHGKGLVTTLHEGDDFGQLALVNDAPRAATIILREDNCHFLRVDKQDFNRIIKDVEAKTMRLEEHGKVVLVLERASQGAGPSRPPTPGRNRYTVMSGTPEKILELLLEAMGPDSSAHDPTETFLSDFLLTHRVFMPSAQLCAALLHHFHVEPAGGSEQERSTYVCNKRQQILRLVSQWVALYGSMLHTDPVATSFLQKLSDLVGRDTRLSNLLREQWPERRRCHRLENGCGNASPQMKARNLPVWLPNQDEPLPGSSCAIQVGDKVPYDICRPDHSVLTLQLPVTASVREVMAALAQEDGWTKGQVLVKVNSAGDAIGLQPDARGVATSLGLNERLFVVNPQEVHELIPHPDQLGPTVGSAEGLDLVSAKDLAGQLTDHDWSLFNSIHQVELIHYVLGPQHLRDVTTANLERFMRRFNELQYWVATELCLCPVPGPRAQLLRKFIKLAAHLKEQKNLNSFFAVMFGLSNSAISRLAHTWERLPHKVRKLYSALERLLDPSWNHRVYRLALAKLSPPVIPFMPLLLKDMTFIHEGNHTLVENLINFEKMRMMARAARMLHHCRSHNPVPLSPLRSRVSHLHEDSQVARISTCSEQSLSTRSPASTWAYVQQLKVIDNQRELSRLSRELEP
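Read-out is the fluorescence drop as BODIPY-GDP leaves Rap1B (480 nm excitation, 540 nm emission), recorded every 5 minutes over 30 minutes. Reactions held 100 nM EPAC1, 250 nM Rap1B–BODIPY-GDP and 50 uM GDP, with 6.5 mM cAMP setting full activation.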
PI5P4K alpha inh = blocks human PI5P4K alpha kinase activity; P48426; PI5P4Kalpha enzyme, ADP-Glo luminescence, 60 min; hits give low values; max response, %; 330,000 compounds, 1.2% hits; active = max response of -50% or lower; inconclusive = between -30% and -50%; inactive = -30% or higher; also: value at the top dose of about 77 µM; % is scaled to controls: 0 for no effect and ±100 for the full control effect
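qHTS, 1536-well: enzyme/substrate mix, compound by pin tool, 5 microM ATP final; RT 60 min; ADP-Glo reagents 1 (45 min) then 2 (30 min); luminescence.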
GLP-1R agonist = activates the human GLP-1 receptor; P43220; HEK293 GLP-1R CRE-luciferase, luminescence, 4-6 h; cells express a hypersensitive GLP-1R form; Potency, µM (highest dose often 45.6 µM), for the others: top-dose activation, actives largely listed as activators; 380,000 compounds, 0.007% hits; also: potency is read from the fitted curve at half-maximal effect; % of control where 0% means no effect
PLK1 PBD block = PLK1 (human) polo-box domain binding inhibition; P53350; Plk1 PBD binding of FITC phosphopeptide, fluorescence polarization; Potency, µM, without a hit: max response, negative = inhibition, actives largely listed as inhibitors; 360,000 compounds, 2.8% hits; AID 720504; also: potency is read from the fitted curve at half-maximal effect; series mostly up to about 57 µM; % is scaled to controls: 0 for no effect and ±100 for the full control effect; nearly all actives have a fitted effect of over 65% in size
EPAC1 antag = blocks human EPAC1 exchange factor | O95398 | 360,000 compounds, 0.14% hits | AID 720709 | EPAC1 GEF assay, Rap1b-BODIPY-GDP exchange fluorescence | Potency, µM (highest dose often 115 µM), inactives show top-dose activity change, negative = inhibition, actives largely listed as inhibitors;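 also: potency is read from the fitted curve at half-maximal effect; plate controls were vehicle for no effect and positive control for full effect; nearly all actives have a fitted effect of over 50% in size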
GLP1R inv ag = GLP-1 receptor (human) inverse agonism; 410,000 compounds, 1.6% hits; P43220; HEK293 GLP-1R CRE-luciferase, luminescence, 24 h; GLP-1R form is constitutively active; Potency, µM (series often up to 38.3 µM), for the others: at the highest dose activity change, negative = inhibition, most hits filed as inhibitors; also: potency is read from the fitted curve at half-maximal effect; % is scaled to controls: 0 for no effect and ±100 for the full control effect; nearly all actives have a fitted effect of over 55% in size
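Inverse agonists were sought by their lowering of basal cAMP reporter luciferase output in HEK293 cells stably carrying constitutively active human GLP-1R, after 24 h compound treatment.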
GLP1R cytotox = cytotoxicity in counter-screen for GLP-1R inverse agonists; 410,000 compounds, 0.13% hits; Potency, µM (doses to about 38.3 µM), inactives show at the highest dose activity change, negative = inhibition, actives largely listed as inhibitors; HEK293 cAMP-luciferase reporter cells, luminescence, 24 h;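 also: loss of luciferase light is scored as toxicity; potency is read from the fitted curve at half-maximal effect; % is scaled to controls: 0 for no effect and ±100 for the full control effect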
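Here, cytotoxicity is scored as loss of luminescence. The MLSMR collection was tested on cells seeded in medium containing 10% Nu serum, with a 24 hr compound exposure preceded by 12 hours of culture.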
IL2 activator = activates IL-2 in a cell-based reporter assay. IL-2 activation reporter assay, cell-based qHTS; stimulated with anti-CD3/CD4/CD28 beads; in transgenic mouse T cells. activation, % (series mostly up to about 46 µM). 360,000 compounds, 0.065% hits; in the data active = activation above about 50%; inconclusive = mostly about 30% to 49%; also: 0% is about no effect
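Using fluorescent plate cytometry, EGFP and DsRed are detected in transgenic mouse T cells stimulated 18 h at 37 degrees C with antibody-coated beads after 60 min compound pretreatment.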
An asterisk follows results filed as active; i = inactive; ? = inconclusive; . = no result given; [ ] = another dose, or the depositor's remark. Unless noted, calls follow the shape of the dose curve; as a rule, active = well fitted curve in the direction sought with a large enough effect; inconclusive = small, poorly fitted or top-dose-only effect, or another doubt; inactive = no such curve, though single readings can be large; an effect the other way counts as inactive or inconclusive. This is a subset. The share of hits here may be higher or lower than overall.

1	Cc1nc(NC(=O)CN2CCN(c3ccccc3F)CC2)sc1C(=O)N(C)C
2	O=C(/C=C/c1ccc(OCCCF)cc1)NCc1cccc(Cl)c1
3	N#Cc1cc2c(ccc3ccccc32)oc1=O
4	O=C(CSc1nnc(CNC(=O)c2ccccc2F)o1)NCC1CCCO1 (stereo not given)
5	CC/C(O)=C1\C(=O)CC(c2ccccc2)CC1=NCCC(=O)O (stereo not given)
6	COc1cccc(NC(=O)N2CCCC2C(=O)NC2CCCC2)c1 (stereo not given)

assay / compound	1	2	3	4	5	6
PTHR1 agonist	-23%	-10%	i	-15%	i	-11%
EPAC1 agonist	-1%	12%	4%	-6%	-6%	0%
PI5P4K alpha inh	4	19	0	-4	-7	2
GLP-1R agonist	2%	-1%	8%	-1%	-13%	8%
PLK1 PBD block	-18%	-1%	-6%	2%	-3%	-16%
EPAC1 antag	?	-3%	-13%	-2%	?	-21%
GLP1R inv ag	-4%	-7%	11%	6%	16%	1%
GLP1R cytotox	3%	-6%	71%[activator]	11%	9%	11%
IL2 activator	-0.2	-0.3	1.9	1.0	2.6	0.7

Some of the entries so far, with two lines to a compound:
Each structure is followed by: PTHR1 agonist	EPAC1 agonist	PI5P4K alpha inh	GLP-1R agonist	PLK1 PBD block	EPAC1 antag	GLP1R inv ag	GLP1R cytotox	IL2 activator
1) Cc1nc(NC(=O)CN2CCN(c3ccccc3F)CC2)sc1C(=O)N(C)C
→ -23%	-1%	4	2%	-18%	?	-4%	3%	-0.2
2) O=C(/C=C/c1ccc(OCCCF)cc1)NCc1cccc(Cl)c1
→ -10%	12%	19	-1%	-1%	-3%	-7%	-6%	-0.3
3) N#Cc1cc2c(ccc3ccccc32)oc1=O
→ i	4%	0	8%	-6%	-13%	11%	71%[activator]	1.9

(next part)
7	Fc1ccc(Nc2nnns2)cc1
8	CCOc1ccc2nc(NC(=O)CSc3nc4c(c(=O)n(C)c(=O)n4C)n3C(C)C)sc2c1
9	Nc1c(N(Cc2ccco2)C(=O)COc2ccccc2Cl)c(=O)[nH]c(=O)n1Cc1ccccc1
10	COc1ccc([C@@H]2[C@@H]3C(=O)N(C(C)(C)C)C(=O)[C@@H]3[C@]3(Cc4ccccc4)C(=O)N(c4ccc(C)cc4)C(=O)N23)cc1
11	O=C(NCCc1ccncc1)Nc1ccccc1Cl
12	O=S(=O)(NCc1ccccn1)c1cccc2nsnc12

assay / compound	7	8	9	10	11	12
PTHR1 agonist	-22%	-30%	-10%	-23%	i	-6%
EPAC1 agonist	-2%	5%	-2%	4%	3%	-8%
PI5P4K alpha inh	-26	-5	1	2	.	-3
GLP-1R agonist	2%	9%	2%	-6%	-6%	-29%
PLK1 PBD block	13µM*	-5%	-6%	7%	-3%	3%
EPAC1 antag	-7%	-6%	-9%	-26%	-4%	10%
GLP1R inv ag	10%	11%	-30%	-13%	-1%	8%
GLP1R cytotox	12%	-19%	-19%	-7%	-17%	-7%
IL2 activator	-3.3	-0.2	0.9	1.0	-1.0	1.5

13	Cc1ccc(C)c(NC(=O)NNC(=O)CCc2ccccc2)c1
14	CCC(=O)NC(Nc1nc(C)cs1)(C(=O)OC)C(F)(F)F (stereo not given)
15	CN(CC(=O)Nc1ccc(F)cc1)C(=O)c1cc([N+](=O)[O-])ccc1N1CCOCC1
16	Cc1ccc(NC(=O)COC(=O)CCc2c[nH]c(=O)[nH]2)cc1
17	COc1c(Cl)cnn(-c2ccc(C)cc2)c1=O
18	COc1ccc(CCN(C)CCC(=O)Nc2cccc(C)c2)cc1OC

assay / compound	13	14	15	16	17	18
PTHR1 agonist	i	i	?	25%[57.5 µM]	-18%	-75%[inhibitor]
EPAC1 agonist	9%	1%	-5%	4%	-6%	2%
PI5P4K alpha inh	-5	-1	6	-2	-8	-3
GLP-1R agonist	0%	-15%	4%	1%	-27%	11%
PLK1 PBD block	-8%	-4%	-5%	-23%	-5%	-13%
EPAC1 antag	-11%	10%	-4%	40%[activator]	-4%	-27%
GLP1R inv ag	?	11%	8%	6%	13%	-25%
GLP1R cytotox	-5%	-17%	-24%	5%	-25%	2%
IL2 activator	-3.0	-0.3	-4.5	-0.2	-0.1	1.7

Part of the list above, showing only PLK1 PBD block:
| # | smiles | PLK1 PBD block |
| --- | --- | --- |
| 8 | CCOc1ccc2nc(NC(=O)CSc3nc4c(c(=O)n(C)c(=O)n4C)n3C(C)C)sc2c1 | -5% |
| 9 | Nc1c(N(Cc2ccco2)C(=O)COc2ccccc2Cl)c(=O)[nH]c(=O)n1Cc1ccccc1 | -6% |
| 10 | COc1ccc([C@@H]2[C@@H]3C(=O)N(C(C)(C)C)C(=O)[C@@H]3[C@]3(Cc4ccccc4)C(=O)N(c4ccc(C)cc4)C(=O)N23)cc1 | 7% |

The list goes on:
19	COc1ccc(C(=O)CCC(=O)Nc2ccc(N3CCN(C)CC3)cc2)cc1OC
20	O=C(c1ccc([N+](=O)[O-])cc1[N+](=O)[O-])N1CCN(C(=O)C2CCCO2)CC1 (stereo not given)
21	CC(=O)c1ccc(N2CCN(C(=O)CCC(=O)c3cccs3)CC2)cc1
22	CCn1c(N2CCN(S(=O)(=O)c3ccccc3C(F)(F)F)CC2)nc2ccccc21
23	Oc1ccccc1Oc1ncc(Br)c(Cl)n1
24	CCN(CC)C(=O)C1=C(C)N(Cc2ccc(F)cc2)C(=O)C(CC(=O)NCc2cccs2)C1 (stereo not given)

assay / compound	19	20	21	22	23	24
PTHR1 agonist	i	-9%	-4%	-14%	-34%[inhibitor]	0%
EPAC1 agonist	4%	-15%	-12%	-1%	2%	3%
PI5P4K alpha inh	3	4	-7	-2	-14	-2
GLP-1R agonist	8%	-9%	-3%	16%	20%	-5%
PLK1 PBD block	-7%	-1%	-10%	-12%	1%	1%
EPAC1 antag	-12%	4%	-18%	-13%	7%	7%
GLP1R inv ag	0%	3%	6%	?	45%[activator]	2%
GLP1R cytotox	4%	-2%	4%	-4%	-3%	-13%
IL2 activator	1.4	1.5	0.3	1.9	-0.9	-0.8

25	Cc1c(NC(=O)c2cccnc2C(=O)O)cccc1C(=O)O
26	CC1(C(=O)N2CC3(CC(c4cccc(NC(=O)CC(c5ccccc5)c5ccccc5)c4)=NO3)C[C@@H]2C(N)=O)CC1 (stereo not given in full)
27	CC(C)(C)S(=O)(=O)c1ccc2nc3c(n2c1)CCCC3
28	C#CCOCCOCCOCCNc1nc(N2CCN(C(=O)Cn3cc(CCO)nn3)CC2)nc(N2CCN(C(=O)Cn3cc(CCO)nn3)CC2)n1
29	CSCCC(NC(=O)c1ccco1)C(=O)N1CC=C(c2ccccc2)CC1 (stereo not given)
30	Cc1cc(S(=O)(=O)NCC(c2ccccc2)c2ccccc2)ccc1-n1cnnn1

assay / compound	25	26	27	28	29	30
PTHR1 agonist	i	i	-3%	-35%[inhibitor]	-1%	i
EPAC1 agonist	-6%	12%	5%	-11%	8%	21%
PI5P4K alpha inh	-1	-3	0	0	-9	.
GLP-1R agonist	-2%	0%	4%	0%	6%	5%
PLK1 PBD block	1%	4%	-17%	-2%	-9%	-5%
EPAC1 antag	15%	-2%	3%	-5%	-26%	-27%
GLP1R inv ag	0%	-9%	6%	5%	-26%	-4%
GLP1R cytotox	0%	7%	14%	4%	-3%	7%
IL2 activator	-2.2	2.0	-1.7	0.7	-3.3	0.0

31	COc1ccc(C2/C(=C(/O)c3ccc4c(c3)CC(C)O4)C(=O)C(=O)N2CCN2CCOCC2)cc1 (stereo not given)
32	CC(=O)c1cccc(NC(=O)N2CCCC2C(=O)NCc2ccc(C)cc2)c1 (stereo not given)
33	N/C(=N/O)c1ccccc1N1CCC(Cc2ccccc2)CC1
34	COc1ccc(OC)c(-c2noc(N3CCN(c4cc(Cl)ccc4C)CC3)n2)c1
35	O=[N+]([O-])c1c(NCCCO)cc(Sc2ccc(Cl)cc2)c2nonc12
36	CCOC(=O)c1[nH]cnc1C(=O)Nc1cccc(Cl)c1

assay / compound	31	32	33	34	35	36
PTHR1 agonist	-3%[57.5 µM]	-3%	-43%[inhibitor]	-20%	-39%[inhibitor]	i
EPAC1 agonist	3%	-6%	7%	.	5%	5%
PI5P4K alpha inh	-8	-7	0	.	-5	7
GLP-1R agonist	-1%	0%	3%	1%	-19%	9%
PLK1 PBD block	-11%	-4%	-14%	.	2.4µM*	-9%
EPAC1 antag	12%	2%	?	.	-13%	2%
GLP1R inv ag	-17%	-1%	?	?	?	12%
GLP1R cytotox	-5%	-8%	-1%	2%	-2%	1%
IL2 activator	-0.2	1.1	-2.5	.	-4.6	0.0

37	CCC(CC)=NNc1cccc([N+](=O)[O-])c1
38	COc1ccc(C)cc1/C=C/C(=O)N1CCN(S(=O)(=O)c2cccs2)CC1
39	O=C(c1ccco1)N1CCN(Cc2cc(=O)c(OCc3ccccc3F)co2)CC1
40	Cc1cc(C)c(S(=O)(=O)NC2CC2)c(C)c1
41	CC(C)OC(=O)COc1ccc(-c2ccccc2)cc1
42	O=C(Nc1ccc(C(=O)O)cc1)/C(=C\C=C\c1ccccc1)NC(=O)c1ccccc1Cl

assay / compound	37	38	39	40	41	42
PTHR1 agonist	i	i	-3%	-37%[inhibitor]	-5%[57.5 µM]	-42%[inhibitor]
EPAC1 agonist	0%	-5%	-2%	0%	10%	0%
PI5P4K alpha inh	-1	1	-10	-7	7	-8
GLP-1R agonist	3%	-5%	-2%	-5%	0%	-9%
PLK1 PBD block	-2%	2%	-1%	-10%	1%	-29%
EPAC1 antag	4%	1%	8%	-9%	-1%	-12%
GLP1R inv ag	?	2%	23%	-4%	-19%	5%
GLP1R cytotox	-20%	-22%	5%	3%	-10%	-4%
IL2 activator	-0.3	-1.2	-3.6	-0.6	-1.3	-0.3
